aSyn rescue: qHTS of alpha-syn Inhibitors | Yeast expressing alpha-synuclein, growth rescue, BacTiter-Glo, 24 h | Potency, µM (top dose mostly 46.1 µM), without a hit: top-dose growth rescue (activation), usual class: activators | 0.14% of 370,000 active | AID 652106, 2013; further: potency means the concentration at half of the fitted maximal effect; % of control where 0% means no effect; nearly all actives have a fitted effect of over 65% in size
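Screening used galactose-induced yeast with toxic alpha-synuclein levels, exposed to compound for 24 hr at 30 deg C. Cell growth, read with BacTiter-Glo luminescence, gave the measured signal.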
D3 antag: qHTS of D3 Dopamine Receptor Antagonist: qHTS; D(3) dopamine receptor (Homo sapiens), P35462; D3R cells, DiscoveRx beta-arrestin luminescence, antagonist mode; active compounds read low; max response, negative = inhibition, %; 2.5% of 360,000 active; AID 652054, 2013; in the data active means max response below about -50%; inconclusive means no clear call, values can overlap the other calls; further: on the % scale 0 is the no-effect control and ±100 the full control effect; mostly tested at two doses, the higher about 12 µM
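Cells plated overnight at 1500 cells/well, then exposed to library compounds with dopamine controls for 90 minutes at 37 degrees C. DiscoveRx reagent added for 30–60 minutes at room temperature; luminescence read, quantitative HTS format.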
EPAC2 antagonist: qHTS for Antagonist of cAMP-regulated guanine nucleotide exchange factor 2 (EPAC2): primary screen; EPAC2 GEF exchange of Rap1B-BODIPY-GDP, fluorescence; Potency, µM (titrated, usually from 114 µM), for the others: at the top dose activity, negative = inhibition, actives largely listed as inhibitors; 0.18% of 360,000 active; further: potency means the concentration at half of the fitted maximal effect; on the % scale 0 is the no-effect control and ±100 the full control effect; nearly all actives have a fitted effect of over 45% in size; many of its hits are not listed in these tables
Target sequence (Q8WZA2 whole entry, looked up): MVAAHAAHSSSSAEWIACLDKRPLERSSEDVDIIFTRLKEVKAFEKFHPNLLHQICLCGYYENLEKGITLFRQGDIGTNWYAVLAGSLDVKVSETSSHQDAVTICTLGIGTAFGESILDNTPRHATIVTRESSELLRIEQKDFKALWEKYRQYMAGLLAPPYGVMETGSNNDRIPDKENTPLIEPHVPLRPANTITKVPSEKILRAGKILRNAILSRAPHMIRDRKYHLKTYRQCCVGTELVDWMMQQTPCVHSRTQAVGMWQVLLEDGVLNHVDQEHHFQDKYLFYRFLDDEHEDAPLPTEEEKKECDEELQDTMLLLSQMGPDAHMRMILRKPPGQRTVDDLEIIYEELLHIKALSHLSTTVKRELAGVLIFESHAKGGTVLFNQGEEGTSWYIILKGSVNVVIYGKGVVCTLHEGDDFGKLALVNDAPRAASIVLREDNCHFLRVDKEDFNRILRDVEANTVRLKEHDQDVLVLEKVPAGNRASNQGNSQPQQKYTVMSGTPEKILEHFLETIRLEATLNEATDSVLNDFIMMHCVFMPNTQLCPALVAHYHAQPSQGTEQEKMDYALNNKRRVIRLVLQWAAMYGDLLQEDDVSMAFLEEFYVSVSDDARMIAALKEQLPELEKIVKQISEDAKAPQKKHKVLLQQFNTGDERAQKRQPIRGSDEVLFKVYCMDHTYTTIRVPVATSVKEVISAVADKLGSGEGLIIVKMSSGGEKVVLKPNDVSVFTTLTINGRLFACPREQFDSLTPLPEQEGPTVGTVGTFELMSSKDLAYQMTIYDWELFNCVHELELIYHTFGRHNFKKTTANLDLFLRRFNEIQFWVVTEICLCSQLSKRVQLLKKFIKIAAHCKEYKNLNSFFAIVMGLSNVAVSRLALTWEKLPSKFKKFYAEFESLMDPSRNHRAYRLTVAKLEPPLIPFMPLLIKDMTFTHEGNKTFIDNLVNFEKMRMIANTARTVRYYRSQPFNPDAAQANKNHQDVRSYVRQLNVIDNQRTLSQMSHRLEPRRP
Abeta rescue: qHTS for compounds that reverse cellular toxicity of Amyloid beta (A-beta) peptide in yeast: Primary Screen; 0.063% of 410,000 active; yeast expressing A-beta42, growth rescue, OD600, 48 h; response scale: 0% DMSO, 100% iron-clioquinol control; Potency, µM (highest dose often 46.1 µM), for inactives: top-dose growth rescue, most hits filed as activators; further: potency means the concentration at half of the fitted maximal effect; nearly all actives have a fitted effect of over 55% in size
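Yeast A-beta toxicity model in growth medium with pinned compounds, 48 h at 30 C; growth read as absorbance at 600 nm. Normalized to FeCl3/clioquinol equimolar mix (positive) and DMSO (negative).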
DRD3 agonist: qHTS of D3 Dopamine Receptor Agonist: qHTS; D3R DiscoveRx beta-arrestin cells, luminescence, 90 min; 0.58% of 410,000 active; max activation, %; in the data active means max activation above about 30%; further: 0% is about no effect; mostly tested at two doses, the higher about 12 µM
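Cells at 1500/well, incubated overnight, then treated with pinned compounds (dopamine as control) for 90 min at 37 degrees C. DiscoveRx reagent added for 30 - 60 minutes at room temperature; luminescence read.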
TDP-43 yeast inh: qHTS of TDP-43 Inhibitors; 1.8% of 410,000 active; TDP-43 expressing yeast growth rescue, BacTiter-Glo, 24 h; Potency, µM (series often up to 46.1 µM), for the others: at the top dose growth rescue (activation), usual class: activators; further: potency means the concentration at half of the fitted maximal effect; % of control where 0% means no effect; nearly all actives have a fitted effect of over 50% in size
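In this qHTS, compounds that restore growth of yeast expressing TDP-43 appear as activators. Cells (OD600=0.02, galactose medium, raffinose-pregrown) are incubated with compound 24 hr at 30 deg C and growth is quantified by BacTiter-Glo.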
FUS yeast rescue: qHTS for Suppressors of FUS Proteinopathy: Primary screen using FUS-linked yeast assay; S. cerevisiae FUS-expressing, growth rescue, OD600, 24 h; 0.24% of 390,000 active; Potency, µM (doses to about 76.6 µM), inactives show at the highest dose growth rescue (activation), hits mostly activators;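 further: potency means the concentration at half of the fitted maximal effect; plate controls were DMSO vehicle for no effect and reference control for full effect; nearly all actives have a fitted effect of over 55% in size; some results filed as inactive show a strong effect at the top dose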
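S. cerevisiae expressing FUS from galactose induction served as the toxicity model. Growth after 24hr at 30C, read as absorbance at 600 nm, indicates suppression of toxicity; compounds dosed at several concentrations.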
EPAC2 agonist: qHTS for Agonist of cAMP-regulated guanine nucleotide exchange factor 4 (EPAC2): primary screen; Potency, µM (doses to about 154 µM), for the others: top-dose activation, usual class: activators; EPAC2 activation, biochemical qHTS; response scale: 100% = 6.5 mM cAMP response; Rap guanine nucleotide exchange factor 4 (Homo sapiens), Q8WZA2; 0.079% of 360,000 active; further: potency means the concentration at half of the fitted maximal effect; nearly all actives have a fitted effect of over 50% in size
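Exchange assay: 100 nM EPAC2 with 250 nM Rap1B-BODIPY-GDP and 50 uM GDP. Fluorescence (ex 480/em 540 nm) read every 5 min for 30 min at room temperature. Data normalized to 6.5 mM cAMP as agonist control.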
Numbers without * were called inactive; & = joins results of further samples; [ ] = dose if it differs, or a comment. Unless noted, the call rests on the fitted dose curve; in most records, active means well fitted curve in the direction sought with a large enough effect; inconclusive means small, poorly fitted or top-dose-only effect, or another doubt; inactive means no such curve, though single readings can be large; an effect the other way counts as inactive or inconclusive.

`CC1CCCN(S(=O)(=O)Cc2ccc(Cl)cc2)C1` (stereo unspecified) gave aSyn rescue 14%, D3 antag 12, EPAC2 antagonist 18%, Abeta rescue -15%, DRD3 agonist -6, TDP-43 yeast inh -18%, FUS yeast rescue 12% and EPAC2 agonist 1%.
`Cc1[nH]c2ccccc2c1C(=O)CN1CCCC1` gave aSyn rescue 10%, D3 antag -17, EPAC2 antagonist 5%, Abeta rescue 17%, DRD3 agonist 6, TDP-43 yeast inh -10%, FUS yeast rescue 25% and EPAC2 agonist 7%.
N#Cc1ccccc1S(=O)(=O)N1CCN(c2ccc(S(=O)(=O)N3CCOCC3)cn2)CC1 was read as aSyn rescue 2%, D3 antag 17, EPAC2 antagonist -23%, Abeta rescue -3%, DRD3 agonist -8, TDP-43 yeast inh -8%, FUS yeast rescue 23% and EPAC2 agonist 3%.
`C=Cc1ccc(COC(=O)c2cn(CC)c3nc(C)ccc3c2=O)cc1` gave aSyn rescue 6%, D3 antag 4, EPAC2 antagonist -8%, Abeta rescue 15%, DRD3 agonist 10, TDP-43 yeast inh inconclusive, FUS yeast rescue 31% and EPAC2 agonist 16%.
`COC(=O)c1ccc(-n2c(C)nc(=O)c(-c3ccccc3)c2C)cc1` gave aSyn rescue 0%, D3 antag -18, EPAC2 antagonist 13%, Abeta rescue -17%, DRD3 agonist 1, TDP-43 yeast inh -13%, FUS yeast rescue -10% and EPAC2 agonist 4%.
`CN(C)P(=NC(=O)COc1ccc(Cl)cc1Cl)(N(C)C)N(C)C` gave aSyn rescue -14%, D3 antag -13, EPAC2 antagonist 6%, Abeta rescue 15%, DRD3 agonist -6, TDP-43 yeast inh -18%, FUS yeast rescue 8% and EPAC2 agonist 2%.
CCCCn1c(N)c(N(CC(C)C)C(=O)C2CC(=O)N(Cc3ccco3)C2)c(=O)[nH]c1=O (stereo unspecified) was read as aSyn rescue -6%, D3 antag -4, EPAC2 antagonist 1%, Abeta rescue 8%, DRD3 agonist 1, TDP-43 yeast inh -6%, FUS yeast rescue -12% and EPAC2 agonist 4%.
Screening COc1ccc(/C(O)=C2/C(=O)C(=O)N(Cc3cccnc3)C2c2ccncc2)cc1F (stereo unspecified) returned aSyn rescue -9%, D3 antag -136*, EPAC2 antagonist 6%, Abeta rescue -8%, DRD3 agonist -2, TDP-43 yeast inh -13%, FUS yeast rescue 10% and EPAC2 agonist 9%.
Screening O=C(O)c1cc2c(ccc3ccccc32)[nH]1 returned aSyn rescue 1%, D3 antag -27, EPAC2 antagonist 11%, Abeta rescue -43%[inhibitor], DRD3 agonist 4, TDP-43 yeast inh inconclusive, FUS yeast rescue 7% and EPAC2 agonist -3%.
`CN(C)CCNc1ncnc2c1sc1nc(-c3ccccc3)c3c(c12)CCCC3` gave aSyn rescue -7%, D3 antag -1, EPAC2 antagonist -12%, Abeta rescue -26%, DRD3 agonist 2, TDP-43 yeast inh -13%, FUS yeast rescue 34% and EPAC2 agonist -3%.
NC(=O)COc1ccc(C(=O)/C=C2/C(=O)Nc3ccccc32)cc1 was read as aSyn rescue -4%, D3 antag -3, EPAC2 antagonist -2%, Abeta rescue -18%, DRD3 agonist -3, TDP-43 yeast inh -12%, FUS yeast rescue 22% and EPAC2 agonist 10%.
`Cc1cccc(CCNC(=O)C2CCCN(c3ncnc4c3nc3n4CCCCC3)C2)c1` (stereo unspecified) gave aSyn rescue -9%, D3 antag -8, EPAC2 antagonist -2%, Abeta rescue -6%, DRD3 agonist -11, TDP-43 yeast inh 4%, FUS yeast rescue 21% and EPAC2 agonist 0%.
Screening COc1ccc(C2CC(c3cccs3)=NN2C(=O)CSc2nc(=O)n3cc(C)ccc3n2)cc1 (stereo unspecified) returned aSyn rescue 12%, D3 antag 18, EPAC2 antagonist 10%, Abeta rescue -1%, DRD3 agonist 3, TDP-43 yeast inh 24%, FUS yeast rescue 26% and EPAC2 agonist -5%.
`Nc1c(C(=O)Nc2ccccc2F)sc2nc(Cc3ccccc3)cc(C(F)(F)F)c12` gave aSyn rescue -1%, D3 antag 16, EPAC2 antagonist 173%[activator], Abeta rescue 4%, DRD3 agonist 12, TDP-43 yeast inh -5%, FUS yeast rescue -6% and EPAC2 agonist -639%[inhibitor].
Cc1nc2ncnn2c(C)c1CCC(=O)N1CC(C)CC(C)C1 (stereo unspecified) was read as aSyn rescue 0%, D3 antag -18, EPAC2 antagonist -3%, Abeta rescue 12%, DRD3 agonist -10, TDP-43 yeast inh -1%, FUS yeast rescue -3% and EPAC2 agonist 4%.
`Cc1c(OCC(=O)NCc2cccnc2)ccc2c3c(c(=O)oc12)CCCC3` gave aSyn rescue 2%, D3 antag 22, EPAC2 antagonist 4%, Abeta rescue 4%, DRD3 agonist 3, TDP-43 yeast inh 17%, FUS yeast rescue 11% and EPAC2 agonist 0%.
`CC(=O)Nc1ccc(NC(=O)C(C)OC(=O)CSCc2cccc(Cl)c2)cc1` (stereo unspecified) gave aSyn rescue 0%, D3 antag -9, EPAC2 antagonist 10%, Abeta rescue -6%, DRD3 agonist -10, TDP-43 yeast inh 0% and EPAC2 agonist -9%.
For CCCS(=O)(=O)N1CCCC(C(=O)NCCc2cccc(C)c2)C1 (stereo unspecified) the results were aSyn rescue -7%, D3 antag 3, EPAC2 antagonist 0%, Abeta rescue -11%, DRD3 agonist -3, TDP-43 yeast inh 7%, FUS yeast rescue -5% and EPAC2 agonist 7%.
Cc1ccc(NC(=O)CSc2nc(=O)n(Cc3ccccn3)c3c2CCC3)cc1F was read as Abeta rescue -4%, DRD3 agonist -3, TDP-43 yeast inh 18% and FUS yeast rescue inconclusive.
`COC(=O)c1c(-c2ccc(OC)cc2)sc2cc3c(cc12)OCO3` gave aSyn rescue 0%, D3 antag 98, EPAC2 antagonist -28%, Abeta rescue -4%, DRD3 agonist 19, TDP-43 yeast inh 17%, FUS yeast rescue -15% and EPAC2 agonist 5%.
For CSc1nc2ncc3c(n2n1)CC1c2ccccc2CCN1C3=O (stereo unspecified) the results were D3 antag -7, EPAC2 antagonist 13%, Abeta rescue -14%, DRD3 agonist -5, TDP-43 yeast inh 16µM*, FUS yeast rescue 3% and EPAC2 agonist 3%.
`O=C(NCCCSc1ccccc1)c1cc(Cl)ccc1O` gave aSyn rescue -75%[inhibitor], D3 antag -1, EPAC2 antagonist -7%, Abeta rescue -86%[inhibitor], DRD3 agonist 5, TDP-43 yeast inh -92%[inhibitor], FUS yeast rescue 7% and EPAC2 agonist 18%.
Screening COc1cccc(CNC(=O)C2CCN(S(=O)(=O)N3CCC(C)CC3)CC2)c1 returned aSyn rescue 4%, D3 antag 4, EPAC2 antagonist 2%, Abeta rescue -5%&-10%, DRD3 agonist 1&-7, TDP-43 yeast inh 16%&20%, FUS yeast rescue 9%&16% and EPAC2 agonist 5%.
Screening CCOc1ccc(-n2c(=O)[nH]cc(C(=O)Nc3ccc(OC)c(OC)c3)c2=O)cc1 returned aSyn rescue 3%, D3 antag -27, EPAC2 antagonist -9%, Abeta rescue 2%, DRD3 agonist 1, TDP-43 yeast inh 4%, FUS yeast rescue 0% and EPAC2 agonist 6%.
For O=C(CN1C(=O)NC(c2ccccc2)(c2ccccc2)C1=O)NC1CCS(=O)(=O)C1 (stereo unspecified) the results were aSyn rescue 0%[1.84 µM], D3 antag 3, EPAC2 antagonist 3%, Abeta rescue 8%, DRD3 agonist 10, TDP-43 yeast inh 4%, FUS yeast rescue 6% and EPAC2 agonist 2%.
For O=C(c1ccc(Cl)cc1)N1CCC(O)(CSc2ccc(Cl)cc2Cl)CC1 the results were aSyn rescue -41%[inhibitor], D3 antag 17, EPAC2 antagonist 0%, Abeta rescue -65%[inhibitor], DRD3 agonist 3, TDP-43 yeast inh inconclusive, FUS yeast rescue inconclusive and EPAC2 agonist -6%.
Cc1noc(C)c1NC(=O)Nc1ccc2c(c1)C(=O)N([C@H](C)CO)C[C@H](C)[C@@H](CN(C)S(=O)(=O)c1ccccc1)O2 was read as aSyn rescue -27%, D3 antag 25, EPAC2 antagonist 26%, Abeta rescue -9%, DRD3 agonist -3, TDP-43 yeast inh -6%, FUS yeast rescue 17% and EPAC2 agonist 2%.
`O=C1CC(c2ccc(OCCCCCOc3ccc(C4CC(=O)NC4=O)cc3)cc2)C(=O)N1` (stereo unspecified) gave aSyn rescue 4%, D3 antag 55, EPAC2 antagonist inconclusive, Abeta rescue 3%, DRD3 agonist 29, TDP-43 yeast inh -20%, FUS yeast rescue 4% and EPAC2 agonist 14%.
Cc1nc(NC(=O)COC(=O)/C=C/c2ccco2)c(Cl)cc1Cl was read as aSyn rescue 5%, D3 antag 14, EPAC2 antagonist 10%, Abeta rescue -2%, DRD3 agonist 3, TDP-43 yeast inh 22%, FUS yeast rescue -6% and EPAC2 agonist 0%.
CCN(c1cc(C)cc(C)c1)S(=O)(=O)c1nnc(NC(=O)C2CCCCC2)s1 was read as Abeta rescue -22%, DRD3 agonist -9, TDP-43 yeast inh -1% and FUS yeast rescue -7%.
Screening COc1ccc(CC(=O)NCC2CCCN(Cc3ccc(F)cc3F)C2)cc1 (stereo unspecified) returned aSyn rescue -2%, D3 antag -23, EPAC2 antagonist 5%, Abeta rescue -5%, DRD3 agonist -7, TDP-43 yeast inh 9%, FUS yeast rescue 7% and EPAC2 agonist 10%.
For CCOC(=O)c1ccc(NC(=O)c2nc(SC)ncc2Cl)cc1 the results were aSyn rescue 3%, D3 antag -5, EPAC2 antagonist -1%, Abeta rescue 11%, DRD3 agonist -2, TDP-43 yeast inh 10%, FUS yeast rescue 6% and EPAC2 agonist 14%.
C[C@@H]1COC(=O)[C@H](Cc2ccc(F)cc2)CC/C=C/C[C@@H](CC(=O)N[C@@H](CO)Cc2ccccc2)C(=O)N1 was read as aSyn rescue 2%, D3 antag inconclusive, EPAC2 antagonist -3%, Abeta rescue -5%, DRD3 agonist -19, TDP-43 yeast inh 5%, FUS yeast rescue inconclusive and EPAC2 agonist 4%.

Some of the compounds tested, so the mix of outcomes need not match the whole.
